Compound activity from PubChem.
SENP6 inh: inhibitors of human SENP6 protease; inhibition, % at 10 µM; hit rate 1.8% among 330,000; Recombinant SENP6 catalytic domain, aminoluciferin luminescence;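 active = inhibition above about 50% at the single tested dose, limit read from the data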;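 note: plate controls were DMSO wells with enzyme for no effect and DMSO wells lacking enzyme for full effect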
Target sequence (Q9GZR1 628-1112 limits assumed): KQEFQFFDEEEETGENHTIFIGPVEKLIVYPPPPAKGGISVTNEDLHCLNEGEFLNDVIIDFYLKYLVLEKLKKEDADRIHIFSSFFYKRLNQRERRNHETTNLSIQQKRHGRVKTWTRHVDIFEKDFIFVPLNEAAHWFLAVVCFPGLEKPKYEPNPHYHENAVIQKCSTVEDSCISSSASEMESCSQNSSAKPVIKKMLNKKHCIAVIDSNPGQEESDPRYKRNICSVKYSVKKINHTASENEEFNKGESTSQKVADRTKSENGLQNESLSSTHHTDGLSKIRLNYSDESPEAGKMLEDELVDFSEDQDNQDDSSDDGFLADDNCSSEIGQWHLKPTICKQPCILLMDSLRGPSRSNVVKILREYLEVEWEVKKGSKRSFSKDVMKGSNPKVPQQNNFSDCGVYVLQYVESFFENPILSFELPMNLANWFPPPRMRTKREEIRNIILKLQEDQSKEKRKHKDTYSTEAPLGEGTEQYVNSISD
Apaf1 inhib: human Apaf-1 inhibition. O14727. reconstituted apoptosome caspase-3 activity, DEVD-Rh110 fluorescence. inhibition, % at 20 µM. hit rate 0.71% among 330,000; active = inhibition of at least 40% at 20 µM;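 note: plate controls were DMSO wells for no effect and DEVD-CHO caspase inhibitor wells for full effect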
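Material: reconstituted apoptosome with Apaf-1, cytochrome c, caspase-9, procaspase-3, dATP / Buffer or medium: pH 7.5 Hepes buffer with CHAPS, BSA, DTT / Also added: cytochrome c with DEVD-Rh110 / Schedule: compound with Apaf-1, dATP, procaspase-3 30 min, then 50 min reaction, room temperature / Technique: rhodamine 110 fluorescence at Ex 480/Em 540 nm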
SENP1 inh: inhibitors of human SENP1 SUMO protease catalytic domain | Q9P0U3 | recombinant SENP1 catalytic domain, CyPet-SUMO1-YPet FRET cleavage | inhibition, % at 10 µM | hit rate 0.21% among 360,000 | AID 624204;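 active = inhibition at least 30% at 10 µM, raw YFP signal under a set limit, fluorescence ratio 0.5 to 1.5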;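 note: 0% = enzyme with DMSO and 100% = no enzyme wells; some results filed as inactive read as strong as hits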
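Material: hSENP1 catalytic domain, recombinant; medium: Tris pH 8 with BME, BSA, NP40 and catalase; compound: single concentration of 10 µM compound, 0.5% DMSO final; technique: FRET read of cyan and yellow fluorescence; timing: 50 min enzyme reaction, room temperature, light-protected; reagent: SFCypet-SUMO1-SFYpet substrate at 25 nM; control set: no-enzyme low, enzyme-DMSO high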
SENP8 block-1: inhibitors of human SENP8 protease; Q96LD8; recombinant SENP8, Nedd8 substrate fluorescence; inhibition, % at 20 µM; hit rate 0.64% among 360,000; AID 602440; in the data active = inhibition mostly above about 40%, no sharp cut-off; inactive = mostly below about 27%
APOBEC3G inh: blocks human APOBEC3G single-stranded DNA deamination | Q9HC16 | recombinant A3G, ssDNA deamination FAM/TAMRA fluorescence | inhibition, % at 20 µM | hit rate 0.28% among 330,000 | AID 493012;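 active = inhibition of at least 40% at 20 µM, with no more than 30% in the related APOBEC3A deaminase screen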;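 note: plate controls were DMSO wells with A3G for no effect and wells lacking A3G enzyme for full effect; some compounds called inactive have numbers as strong as hits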
UBC13 inh: inhibitors of human UBC13 polyubiquitin chain formation. AID 485273. hit rate 0.47% among 330,000. TR-FRET. P61088. inhibition, % at 20 µM; in the data active = inhibition above about 45%, passing the limit was not always enough
Target sequence (P61088 whole entry, looked up): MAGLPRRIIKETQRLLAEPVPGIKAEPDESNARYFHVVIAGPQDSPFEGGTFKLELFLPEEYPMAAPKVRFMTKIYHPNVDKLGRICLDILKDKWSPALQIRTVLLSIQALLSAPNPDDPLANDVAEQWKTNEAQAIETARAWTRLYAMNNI
SENP7 block: blocks the human protease SENP7. Q9BQF6. recombinant SENP7, Z-RLRGG-aminoluciferin luminescence, 40 min. inhibition, % at 5 µM. hit rate 1.5% among 330,000. AID 434973;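 active = inhibition above about 50% at the single test dose, limit read from the data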;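 note: plate controls were DMSO with enzyme for no effect and no enzyme buffer wells for full effect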
Target sequence (Q9BQF6 706-1050 limits assumed): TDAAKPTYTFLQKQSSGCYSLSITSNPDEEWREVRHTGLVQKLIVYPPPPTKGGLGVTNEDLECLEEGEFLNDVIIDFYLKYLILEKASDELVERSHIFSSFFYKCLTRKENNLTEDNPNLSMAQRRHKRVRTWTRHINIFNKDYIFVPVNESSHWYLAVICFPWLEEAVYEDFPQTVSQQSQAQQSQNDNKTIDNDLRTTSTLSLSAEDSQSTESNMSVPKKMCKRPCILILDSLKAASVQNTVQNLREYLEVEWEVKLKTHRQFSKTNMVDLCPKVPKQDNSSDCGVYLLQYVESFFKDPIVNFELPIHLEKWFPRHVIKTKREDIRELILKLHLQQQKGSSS
SENP8 block-2: blocks the human protease SENP8 | AID 2540 | inhibition, % at 10 µM | purified SENP8, Z-RLRGG-aminoluciferin cleavage, luminescence | hit rate 1.2% among 330,000 | Q96LD8; in the data active = inhibition above about 50%
Active calls of the source: *.

#1 Cc1c(C)c2ccc(OCC(=O)N3CCC(C(=O)O)CC3)c(C)c2oc1=O
#2 COc1ccc(CCNS(=O)(=O)c2cc3c4c(c2)CCN4C(=O)CC3)cc1OC
#3 OCCn1c(Cl)nc2ccccc21
#4 CCOCCn1c(CN2CCN(c3ccccc3)CC2)nc2c1c(=O)n(C)c(=O)n2C
#5 COCc1ccc(C(=O)N2CCCC(C(=O)c3ccc(SC)cc3)C2)o1 (stereo not drawn)
#6 Cc1ccccc1CN1CCN(CC(=O)NC(C)c2ccccc2)CC1 (stereo not drawn)
#7 CCN1CCN(C(=O)CN(CC)S(=O)(=O)c2ccc(F)cc2)CC1
#8 Oc1c(Br)cc(Br)cc1C=NCc1ccccc1

Screen / compound no.	1	2	3	4	5	6	7	8
SENP6 inh	-14	-10	-3	-15	-6	-6	5	8
Apaf1 inhib	1	5	-5	12	-2	-8	-19	9
SENP1 inh	1	2	0	1	1	-2	0	-30
SENP8 block-1	-248	8	11	8	4	13	6	-20
APOBEC3G inh	-8	-6	-3	-4	-10	-9	-6	2
UBC13 inh	3	-7	5	-8	24	0	9	-7
SENP7 block	4	-6	2	-5	6	3	0	-3
SENP8 block-2	-6	-5	3	-9	3	-3	-5	7

#9 COc1ccc(/C=N/NC(=O)C(=O)N2CCCCCC2)cc1O
#10 CCCCNC(=O)c1cn(CC(C)C)c(=O)c2c1c1ccccc1n2C
#11 O=C(O)CCC(=O)Nc1ccc(-c2nnc(-c3ccco3)o2)cc1
#12 CCOCc1nnc(NC(=O)C2c3ccccc3Oc3ccccc32)s1
#13 COc1cccc(-n2c(C)nnc2SCC(=O)Nc2ccccc2N2CCOCC2)c1
#14 CC(C)CC(NC(N)=O)C(=O)NCCc1ccc(Cl)cc1 (stereo not drawn)
#15 COc1ccccc1C(=O)NCCC(=O)NCc1ccncc1
#16 COc1ccc(C(O)CNc2ccc(C)cc2)cc1 (stereo not drawn)

Screen / compound no.	9	10	11	12	13	14	15	16
SENP6 inh	-10	17	0	-12	7	9	-9	0
Apaf1 inhib	1	-4	2	9	-12	8	13	7
SENP1 inh	0	-1	0	3	0	-2	-1	1
SENP8 block-1	8	-273	-437	19	8	1	16	24
APOBEC3G inh	-4	-3	-8	0	-8	7	-4	2
UBC13 inh	0	20	1	-1	4	9	7	-3
SENP7 block	-3	5	4	3	2	9	9	4
SENP8 block-2	4	10	-10	6	5	-1	-6	0

#17 C/C(=N\NC(=O)c1csc(C)c1C)c1ccc(Cl)s1
#18 CCOc1ccccc1OCC(=O)Nc1nc2ccccc2[nH]1
#19 CC(C)OC(=O)CSc1nnc(-c2ccncc2)n1N
#20 COc1ccc(Cl)cc1NC(=O)CN(C)C(=O)/C=C/c1ccco1
#21 COc1ccccc1-n1cn[nH]c1=S
#22 Cc1cc(/C(N)=N/OC(=O)c2ccc(Cl)cc2)no1
#23 O=C(COC(=O)C12CC3CC(CC(Br)(C3)C1)C2)Nc1cccc(S(=O)(=O)N2CCOCC2)c1
#24 CCOc1ccc(NC(=O)COC(=O)Cn2nc(C)c([N+](=O)[O-])c2C)cc1OCC

Screen / compound no.	17	18	19	20	21	22	23	24
SENP6 inh	3	10	5	-7	3	85*	-13	0
Apaf1 inhib	7	2	17	6	-23	-7	17	-12
SENP1 inh	1	2	0	-4	0	8	0	2
SENP8 block-1	12	0	0	1	19	31	3	10
APOBEC3G inh	-4	1	-3	0	-7	-4	-5	-5
UBC13 inh	-10	-2	-2	-6	-3	3	-3	2
SENP7 block	3	0	7	4	2	94*	-8	-4
SENP8 block-2	-1	5	1	-1	4	80*	-7	8

Retrieved by structure from the list above (two):
#22 Cc1cc(/C(N)=N/OC(=O)c2ccc(Cl)cc2)no1
#19 CC(C)OC(=O)CSc1nnc(-c2ccncc2)n1N

Screen / compound no.	22	19
SENP6 inh	85*	5
Apaf1 inhib	-7	17
SENP1 inh	8	0
SENP8 block-1	31	0
APOBEC3G inh	-4	-3
UBC13 inh	3	-2
SENP7 block	94*	7
SENP8 block-2	80*	1

Nine structures already listed, arranged by SMILES length, highest first.
#23 O=C(COC(=O)C12CC3CC(CC(Br)(C3)C1)C2)Nc1cccc(S(=O)(=O)N2CCOCC2)c1
#5 COCc1ccc(C(=O)N2CCCC(C(=O)c3ccc(SC)cc3)C2)o1 (stereo not drawn)
#20 COc1ccc(Cl)cc1NC(=O)CN(C)C(=O)/C=C/c1ccco1
#6 Cc1ccccc1CN1CCN(CC(=O)NC(C)c2ccccc2)CC1 (stereo not drawn)
#9 COc1ccc(/C=N/NC(=O)C(=O)N2CCCCCC2)cc1O
#19 CC(C)OC(=O)CSc1nnc(-c2ccncc2)n1N
#8 Oc1c(Br)cc(Br)cc1C=NCc1ccccc1
#21 COc1ccccc1-n1cn[nH]c1=S
#3 OCCn1c(Cl)nc2ccccc21

Screen / compound no.	23	5	20	6	9	19	8	21	3
SENP6 inh	-13	-6	-7	-6	-10	5	8	3	-3
Apaf1 inhib	17	-2	6	-8	1	17	9	-23	-5
SENP1 inh	0	1	-4	-2	0	0	-30	0	0
SENP8 block-1	3	4	1	13	8	0	-20	19	11
APOBEC3G inh	-5	-10	0	-9	-4	-3	2	-7	-3
UBC13 inh	-3	24	-6	0	0	-2	-7	-3	5
SENP7 block	-8	6	4	3	-3	7	-3	2	2
SENP8 block-2	-7	3	-1	-3	4	1	7	4	3

Next structures.
#25 Fc1ccc(NC(=S)NC2CC3CCC(C2)N3Cc2ccco2)cc1 (stereo not drawn)
#26 COc1ccc(C(=O)Nc2ccc(N3CCN(C(=O)c4ccccc4)CC3)cc2)cc1[N+](=O)[O-]
#27 CCOc1ccccc1CNC(=O)c1ccc2c(c1)N(CC)CCS2
#28 CC(Cl)C(=O)c1c[nH]c2ccccc12 (stereo not drawn)
#29 Cc1csc2ncc(C(=O)NCCc3ccccc3)c(=O)n12
#30 CC(=O)NC(C)C12CC3CC(CC(CC(=O)O)(C3)C1)C2 (stereo not drawn)
#31 O=C(O)CCC(=O)Nc1sc2c(c1C(=O)Nc1cccc3ccccc13)CCCCC2
#32 CCN(CC)C(=O)OCc1c(-c2cccc(OC)c2)ncc2ccccc12

Screen / compound no.	25	26	27	28	29	30	31	32
SENP6 inh	-6	-5	-14	-11	-9	-5	7	-6
Apaf1 inhib	-11	-6	17	-4	2	-2	10	11
SENP1 inh	-1	1	-5	2	2	3	-100	2
SENP8 block-1	12	21	-437	9	-390	20	-20	-6
APOBEC3G inh	-8	-10	3	-12	-10	-8	3	-3
UBC13 inh	6	-12	16	6	13	-4	-16	13
SENP7 block	-1	-2	21	7	-9	-7	5	-4
SENP8 block-2	1	-6	-11	-3	0	-10	1	7

#33 CCOc1cc(C(=O)N/N=C/C2CC=CCC2)cc(OCC)c1OCC (stereo not drawn)
#34 O=C(COC(=O)Cc1ccsc1)NCc1ccc(Cl)cc1
#35 Cc1ccc(N2CCN(CCCCN3C(=O)C4CCCN4C3=O)CC2)cc1 (stereo not drawn)
#36 CCOC(=O)c1[nH]nc(-c2c(O)cc(C)cc2O)c1-c1csc(C)n1
#37 Cc1ccc(S(=O)(=O)NC2CC2)s1
#38 Cc1cccc(N2CCN(C(=O)CNC(=O)Cc3ccccc3)CC2)c1C
#39 N#C/C(=C/c1cccc(O)c1)C(=O)NCc1ccc(Cl)cc1
#40 N/C(=N\OC(=O)COc1ccc([N+](=O)[O-])cc1)c1cccnc1

Screen / compound no.	33	34	35	36	37	38	39	40
SENP6 inh	9	9	7	20	-7	-4	-25	11
Apaf1 inhib	20	9	0	-3	0	6	17	-7
SENP1 inh	0	1	-1	-1	0	5	-13	6
SENP8 block-1	-1	2	18	24	6	11	-17	33
APOBEC3G inh	12	7	-10	-1	-2	-1	25	1
UBC13 inh	-6	-4	-5	-5	-5	5	2	-6
SENP7 block	5	8	3	-2	-3	3	-7	-2
SENP8 block-2	7	8	-1	4	-2	5	0	2

#41 CCCCN(C(=O)c1cccc(S(=O)(=O)N2CCN(Cc3ccccc3)CC2)c1)c1ccccc1
#42 COc1ccccc1CNC(=O)CSc1nnc2c(n1)[nH]c1ccc(F)cc12
#43 NC(=O)C(Cc1ccccc1)N1C(=O)c2ccccc2C1=O (stereo not drawn)
#44 COc1ccc(C2/C(=C(\O)c3ccc4c(c3)CC(C)O4)C(=O)C(=O)N2Cc2cccnc2)c(OC)c1 (stereo not drawn)
#45 Cc1ccc(C(=O)NCC2CCCN2S(=O)(=O)c2cccs2)cc1C (stereo not drawn)
#46 COc1ccc(-n2cc(CNCCCN3CCCC3=O)c(-c3ccccc3Cl)n2)cc1
#47 Cc1nn(C(=O)c2ccoc2C)c(N)c1-c1ccccc1
#48 O=[N+]([O-])c1ccc(Sc2ccccc2Cl)nc1

Screen / compound no.	41	42	43	44	45	46	47	48
SENP6 inh	10	2	-4	10	-16	-10	-6	-11
Apaf1 inhib	29	-3	1	-6	8	-8	14	7
SENP1 inh	-1	-2	1	0	-2	1	0	0
SENP8 block-1	2	-7	11	-13	5	7	-5	40*
APOBEC3G inh	4	-2	-4	-9	-11	-5	1	-2
UBC13 inh	-7	-11	-1	-11	0	3	2	-10
SENP7 block	9	6	5	-4	-6	-5	-7	-3
SENP8 block-2	5	-6	-5	-13	-1	2	-11	-2

#49 CN1/C(=C\C(=O)c2cccnc2)C(C)(C)c2ccccc21
#50 COc1ccc(CCNC(=S)c2ccccc2)cc1OC
#51 COc1ccc(N(C(=O)c2ccncc2)S(=O)(=O)c2ccc(F)cc2)cc1
#52 O=C(NNC1CC(=O)N(c2ccc(Br)cc2)C1=O)c1ccco1 (stereo not drawn)
#53 COc1cc(/C=C/C(=O)c2ccccc2O)cc(OC)c1OC
#54 CCCc1nnc(NC(=O)CCC(=O)NC2CCCCC2)s1
#55 CN(Cc1ccccc1)C(=O)c1cc2ccccc2o1
#56 Cc1ccccc1N(CC(N)=O)S(C)(=O)=O

Screen / compound no.	49	50	51	52	53	54	55	56
SENP6 inh	-17	-3	-7	0	-9	13	-4	0
Apaf1 inhib	0	-3	-3	-8	0	0	4	-2
SENP1 inh	-26	-1	3	-3	-1	2	0	0
SENP8 block-1	-183	12	4	11	10	2	11	2
APOBEC3G inh	-4	-7	-4	-5	-9	4	7	3
UBC13 inh	-18	7	-3	5	5	-1	-8	3
SENP7 block	-3	-6	9	-6	5	2	-8	8
SENP8 block-2	-13	1	-7	6	-7	4	-5	2

#57 CCOC(=O)c1ccc(NC(=O)CSc2nc3c(c(=O)n2-c2ccccc2OC)SCC3)cc1
#58 Cc1oc(-c2ccccc2F)nc1CS(=O)(=O)CC(=O)NCCCc1ccccc1
#59 COc1cc2oc3ccccc3c2cc1N(CC(=O)N1CCCCC1)S(=O)(=O)c1ccc(C)cc1
#60 O=C(NCCCCNC(=O)C(F)(F)F)C(F)(F)F
#61 CN(C(=O)CSc1ccccc1C(=O)O)C1CCCCC1
#62 Cc1ccc(C(=O)NC(C)c2ccccc2)cc1Br (stereo not drawn)
#63 NC(=O)CC(NC(=O)c1ccccc1)c1ccc(NCCN2CCCCC2)c([N+](=O)[O-])c1 (stereo not drawn)
#64 O=C(Cn1ccc([N+](=O)[O-])n1)Nc1ccccn1
#65 O=C(Nc1ccc(NC(=O)C2CC2)nc1)c1cccs1
#66 CCc1ccc(OCCOCC(O)CNC2CCCC2)cc1 (stereo not drawn)

Screen / compound no.	57	58	59	60	61	62	63	64	65	66
SENP6 inh	-10	-10	1	-13	-10	-16	-10	-18	-29	-13
Apaf1 inhib	15	17	-236	12	-22	-5	-7	-5	0	-1
SENP1 inh	-1	-2	-1	-1	0	-1	4	4	0	1
SENP8 block-1	11	4	9	11	11	27	29	19	20	22
APOBEC3G inh	-5	-1	-1	-11	-6	-5	-10	-4	-9	-2
UBC13 inh	-9	-1	-7	22	1	-7	-19	-2	-8	1
SENP7 block	-3	-9	5	3	0	-10	8	8	-8	0
SENP8 block-2	-5	-12	4	4	-7	-16	-6	1	-17	-2
